# CD40 NFkB inh = inhibitors of CD40-induced NF-kB signaling, primary screen, BL2 cells, luciferase reporter, single point. CD40L-induced, 4 h. inhibition, % at 10 µM. 83,000 compounds, 0.94% hits;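 active = mean inhibition of at least 50% with a set share of replicates also reaching that level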;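 also: 0% = neutral control wells and 100% = IKK inhibitor VII at 50 µM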
# Starred values were filed as active, the others as inactive; [ ] = another dose, or the depositor's remark. Only part of the results is shown; count on the stated rates, not on these rows.
SMILES,CD40 NFkB inh
Cc1cc(-c2nn(-c3ccccc3F)cc2CN2CCCC(O)C2)c(C)s1 (stereo unspecified),-21
CC=Cc1ccc2n(c1=O)C[C@@H]1[C@@H](CO)[C@H](C(=O)NCC(F)(F)F)[C@H]2N1C(=O)CC (mixture of isomers),1[25 µM]
c1coc(-c2nc3nc4ccccc4nc3n2-c2ccc3c(c2)OCCO3)c1,-1
Cc1occc1C(=O)Nc1nccs1,2
O=C(Nc1nnc(-c2ccncc2)s1)C1CCCO1 (stereo unspecified),-19
O=C(C1CCCCC1)N1C[C@@H]2[C@H](c3ccccc31)[C@@H](CO)N2Cc1ccccc1Cl,6[25 µM]
O=C(CCNS(=O)(=O)c1ccc(Br)cc1)N1CCCCCCC1,1
CN(NS(=O)(=O)c1ccc([N+](=O)[O-])cc1)c1ccccc1,-27
Nc1nc(COC(=O)C2CC(=O)N(Cc3ccccc3)C2)nc(Nc2ccccc2)n1 (stereo unspecified),5
O=C(O)CCc1cccnc1,2
CCN(CC)CCC/C(=N\O)C(O)(c1ccccc1)c1ccccc1,-1
CC(C(=O)N1CCc2ccccc21)N1CCN(S(=O)(=O)c2cccs2)CC1 (stereo unspecified),16
C/C=C/c1ccc([C@@H]2[C@H](CO)N3C(=O)CN(S(=O)(=O)c4ccccc4)C[C@@H]23)cc1,13[25 µM]
CCc1cc2ccc(OC)cc2nc1SCC(=O)NNC(C)=O,0
C[C@@H]1CN([C@H](C)CO)C(=O)c2c(c3ccccc3n2C)-c2ccccc2CO[C@H]1CN(C)S(=O)(=O)c1ccsc1,2
COc1ccc(S(=O)(=O)N(C)C[C@@H]2OCCCC[C@H](C)Oc3ccc(NC(=O)Cc4ccccc4)cc3C(=O)N([C@@H](C)CO)C[C@H]2C)cc1,11[25 µM]
CC1Sc2ccc(C(=O)Nc3ccccc3OC(F)F)cc2NC1=O (stereo unspecified),-40
CCOC(=O)c1c(NC(=O)COC(=O)c2cnccn2)sc(C)c1C,-17
COc1ccc(C=NNc2ccc([N+](=O)[O-])cc2S(=O)(=O)Nc2ccccc2C(=O)O)cc1OC,15
CC(C)Cc1nnc(NC(=O)c2ccc(S(=O)(=O)N3CCCC3)cc2)s1,9
NC(=O)c1ccccc1NS(=O)(=O)c1ccc(S(=O)(=O)N2CCCC2)cc1,5
COc1ccccc1-c1nnc(SC)n1C,14
CC1CCCCC12NC(=O)N(CC(=O)Nc1ccc3[nH]c(=O)[nH]c3c1)C2=O (stereo unspecified),1
CCOc1ncccc1C(=O)OCc1nnc(-c2ccccc2)o1,-20
CCCN(C)C[C@H]1OCc2cnnn2CCCC(=O)N([C@H](C)CO)C[C@@H]1C,1[25 µM]
CN(CC(=O)Nc1ccc(F)cc1)C(=O)C1CCCC1,-4
O=C(c1ccccc1F)N1C[C@H]2[C@@H](c3ccccc31)[C@H](CO)N2C(=O)c1ccccc1,3
CCCNC(=O)N1[C@H](CO)[C@@H](c2ccccc2)[C@@H]1CNC(=O)c1ccc(F)cc1,4
Cn1cnnc1Sc1nc2c(c(=O)n(C)c(=O)n2C)n1Cc1ccccc1Cl,9
O=C(O)c1ccc(CSCc2ccco2)cc1,6

# Part of the list above in a different format.
> Nc1nc(COC(=O)C2CC(=O)N(Cc3ccccc3)C2)nc(Nc2ccccc2)n1 (stereo unspecified)
  CD40 NFkB inh: 5

> COc1ccc(S(=O)(=O)N(C)C[C@@H]2OCCCC[C@H](C)Oc3ccc(NC(=O)Cc4ccccc4)cc3C(=O)N([C@@H](C)CO)C[C@H]2C)cc1
  CD40 NFkB inh: 11[25 µM]

> O=C(C1CCCCC1)N1C[C@@H]2[C@H](c3ccccc31)[C@@H](CO)N2Cc1ccccc1Cl
  CD40 NFkB inh: 6[25 µM]

# Carrying on.
SMILES,CD40 NFkB inh
COc1ccc(CN(C)C[C@H]2Oc3ccc(NC(=O)Nc4c(C)noc4C)cc3C(=O)N([C@@H](C)CO)C[C@@H]2C)cc1,1[25 µM]
COCC(=O)Nc1ccc2c(c1)[C@H]1C[C@@H](CC(=O)NCc3ccc4c(c3)OCO4)O[C@@H](CO)[C@H]1O2,1[25 µM]
CCS(=O)(=O)Nc1ccc2c(c1)C(=O)N(C)[C@H]1CC[C@H](CC(=O)NCc3ccccc3F)O[C@@H]1CO2,-3[25 µM]
CN(C)C(CNC(=O)CCCc1c[nH]c2ccccc12)c1ccco1 (stereo unspecified),0
COc1ccc(NC(=O)CN2CCCCC2)cc1S(=O)(=O)N1CCCCC1,8
N#CC(C#N)Cc1ccc(O)cc1,7[25 µM]
C[C@@H]1CN([C@@H](C)CO)C(=O)c2c(c3ccccc3n2C)-c2ccccc2CO[C@H]1CN(C)S(=O)(=O)c1ccc(C(F)(F)F)cc1,-8
Cc1ccc(CN2C3CCCC2CC(NC(=O)c2ccc(C)cc2)C3)cc1 (stereo unspecified),-4
O=C(CC1CC1)N1CC2(C1)[C@H](c1ccccc1)[C@H](CO)N2C(=O)c1ccccn1,-2[25 µM]
COc1ccc(S(=O)(=O)N2CC[C@@H]3[C@@H](CO)N(C)c4ccc(-c5ccc(F)cc5)cc4[C@@H]32)cc1,11
CCn1nc(C(=O)NNC(=O)c2cc(Cl)ccc2OC)c2ccccc2c1=O,17
COC(=O)Cn1cc(C(=O)C(C)(C)C)c2ccccc21,3
COCC(=O)N1CCCCN2[C@H](C1)[C@@H](c1ccc(-c3ccc(OC)cc3)cc1)[C@@H]2CO,1[25 µM]
Cc1cc(NS(=O)(=O)Cc2ccccc2)no1,5
CCOC(=O)N1CCN(Cc2nc(-c3cccs3)no2)CC1,-13
CCOC(=O)c1cnc2c(c(C)nn2CC)c1NCCN1CCOCC1,-6
Cn1ccnc1C(O)c1ccc(OCc2ccccc2)cc1 (stereo unspecified),-54
CCn1c(C)cc(C(=O)COC(=O)c2cccnc2SC)c1C,-74
COC(=O)c1sc2nc(N)c(C#N)cc2c1N,-60
COc1ccc(NC(=O)Nc2ccc3c(c2)C(=O)N([C@@H](C)CO)C[C@H](C)[C@H](CN(C)Cc2ccc(C(F)(F)F)cc2)OCCCC[C@@H](C)O3)cc1,1
CN1CCN(/C=N/c2c(C#N)cnn2Cc2ccccc2)CC1,7
O=C(CSc1ccc(-c2nc3ccccc3[nH]2)cn1)Nc1ccc2c(c1)OCCO2,-50
c1ccc2oc(Cc3ccc(Cc4nc5ccccc5o4)cc3)nc2c1,8
O=C(COC(=O)COc1ccc(Cl)cc1)NC1CCCCCC1,3
CN1CC(=O)Nc2ccc(Br)cc2C1=O,-5
CC(C)[C@H](C)NC(=O)N(C)C[C@@H]1OCc2ccccc2-c2ccccc2C(=O)N([C@@H](C)CO)C[C@@H]1C,-6
O=C(Nc1cccc(S(=O)(=O)N2CCCCCC2)c1)c1ccc2c(c1)OCO2,18
Cc1noc(C)c1CSCC(=O)Oc1ccc(N(C)S(=O)(=O)c2ccc(Cl)cc2)cc1,18
Cc1ccc(C(=O)NC2CC(C)(C)NC(C)(C)C2)cc1S(=O)(=O)N1CCCCC1,6
COCC(=O)N1CC2(C1)[C@H](c1ccccc1)[C@@H](CO)N2C(=O)NC1CCCC1,-3[25 µM]
O=C(C[C@H]1CC[C@@H]2[C@H](COC[C@@H](O)CN2C(=O)c2ccncc2)O1)NCc1cc(F)cc(F)c1,-8[25 µM]
O=C(c1ccc(F)cc1F)N(Cc1ccccn1)Cc1ccco1,6
Cc1ccc(C)c(OCCC(=O)Nc2cc(S(=O)(=O)N3CCCCC3)ccc2C)c1,-1
COc1ccccc1-c1ccc2c(c1)O[C@H](CN(C)CC1CCOCC1)[C@H](C)CN([C@@H](C)CO)S2(=O)=O,-6[25 µM]
Cc1ccc(S(=O)(=O)N(C)C[C@@H]2OCCCC[C@H](C)Oc3ccc(NS(=O)(=O)c4ccc(Cl)cc4)cc3C(=O)N([C@@H](C)CO)C[C@H]2C)cc1,-3
CCCNC(=O)c1cc2cc([N+](=O)[O-])ccc2s1,-13
CCOc1ccc2[nH]cc(C(=O)O)c(=O)c2c1,14
O=C(NCC1CCCO1)c1nn2c(C(F)(F)F)cc(-c3cccs3)nc2c1Cl (stereo unspecified),19
Cc1cccc(-c2ccc([C@@H]3[C@H](CO)N4CCCCN(S(=O)(=O)c5ccccc5F)C[C@@H]34)cc2)c1,13[25 µM]
COc1ccc2c(COC(=O)CNS(=O)(=O)c3ccc(C)c(C)c3)cc(=O)oc2c1,-7
NC(=O)NCc1cccnc1,4
Cn1c(-c2cccc(Br)c2)cnc1NCc1cccnc1,10
O=C(NNS(=O)(=O)c1ccccc1)c1cccs1,10
COC(=O)c1c[nH]c(=S)n1Cc1ccccc1,19
CC(=O)c1ccc(NC(=O)CO/N=C(\C)c2cccs2)cc1,-20
CCS(=O)(=O)N1CCC2(CC1)OCCN2S(=O)(=O)c1ccc(C)cc1,-4
Cc1ccc(S(=O)(=O)NC(C)(C)CSc2nnc(N)s2)cc1,12
CC(O)(c1ccc(F)c(F)c1)c1nc(-c2cc(F)cc(F)c2)cs1 (stereo unspecified),17
C/C=C/c1ccc([C@H]2[C@H]3CN(C(=O)Nc4ccc(F)cc4)CC(=O)N3[C@H]2CO)cc1,-7[25 µM]
O=S(=O)(c1cccs1)N1CCN(c2ccccn2)CC1,-1

# Continued (3 carried over from the part before).
SMILES,CD40 NFkB inh
CC(O)(c1ccc(F)c(F)c1)c1nc(-c2cc(F)cc(F)c2)cs1 (stereo unspecified),17
C/C=C/c1ccc([C@H]2[C@H]3CN(C(=O)Nc4ccc(F)cc4)CC(=O)N3[C@H]2CO)cc1,-7[25 µM]
O=S(=O)(c1cccs1)N1CCN(c2ccccn2)CC1,-1
Cc1cc(C(C)(C)C)oc1C(=O)N(CC(=O)NC1CCCC1)c1c(C)cccc1C,40
Cc1ccc(NC(=S)NNC(=S)NNc2ccccc2)cc1C,-51
CCC(=O)N1CC2(C1)[C@@H](c1ccccc1)[C@@H](CO)N2CC1CC1,-2[25 µM]
O=S(=O)(c1ccccc1)c1cnn(-c2ccccc2)c1-c1ccc(F)cc1,10
Cc1oc(-c2ccc(F)cc2)nc1CN(Cc1ccccn1)CC1CCCO1 (stereo unspecified),3
Cc1onc(-c2ccccc2Cl)c1C(=O)NCCCN1CCOCC1,0
Cc1cc(CNC(=O)COC(=O)C2CC3CCCC(C2)C3=O)cc(C)c1O (stereo unspecified),11
Cc1ccc(C(=O)NCC(=O)N2CCCN(S(=O)(=O)c3ccc(C)cc3)CC2)cc1,-5
O=C(CN1CCOCC1)Nc1c(Cl)cc(Cl)cc1Cl,-15
O=C(COc1ccc2c(c1)OCO2)Nc1nncs1,-29

# Reprinted at random: two entries already listed, in no set order.
SMILES,CD40 NFkB inh
O=C(CN1CCOCC1)Nc1c(Cl)cc(Cl)cc1Cl,-15
Cc1cc(C(C)(C)C)oc1C(=O)N(CC(=O)NC1CCCC1)c1c(C)cccc1C,40

# New compounds follow:
SMILES,CD40 NFkB inh
CCN(C(=O)CSc1cc(C)c2ccccc2n1)c1c(N)n(Cc2ccccc2)c(=O)[nH]c1=O,25
CCN(CC(=O)Nc1ccc2c(c1)OCCO2)C(=O)CN1C(=O)NC(C)(c2ccc(C)cc2)C1=O (stereo unspecified),-4
CC(NC(=O)c1ccco1)c1ccc(-n2ccnc2)cc1 (stereo unspecified),1
O=C(O)c1ccc(Cn2cnc3cccnc32)cc1,1
O=C(Nc1ccc(Cl)c(S(=O)(=O)N2CCOCC2)c1)c1cc2ccccc2oc1=O,-73
O=C(CN1CCOCC1)N1[C@H](CO)[C@H]2c3ccccc3NC[C@H]21,-14[25 µM]
C/C(=N/NC(=O)c1nnn(-c2nonc2N)c1-c1ccccc1)c1ccncc1,7
CNC[C@H]1Oc2cc(C#Cc3ccccc3OC)ccc2S(=O)(=O)N([C@H](C)CO)C[C@@H]1C,8[25 µM]
Cc1ccc(-c2nnc(SCC(=O)NCCN3C(=O)CSC3=O)n2C)cc1,-3
CC(=O)c1c(C)nn(C(C)CC(=O)O)c1C (stereo unspecified),3
O=C(C[C@H]1CC[C@@H](NC(=O)c2cccnc2)[C@H](CO)O1)NCc1ccc(Cl)c(Cl)c1,-8[25 µM]
O=C(O)CCCC(=O)NCCCc1ccccc1,-7
O=C(CNC(=O)c1ccccc1)N/N=C/c1cccs1,-9
O=C(CC1CC1)N1CC[C@@H]2[C@H]1c1cc(-c3ccc(F)cc3)ccc1N[C@@H]2CO,6[25 µM]
Cc1cnc(C(=O)OCC(=O)NCc2ccc(Cl)cc2)cn1,3
Nc1nc2ccc(Br)cc2s1,-28
CC(C)CC1(C)NC(=O)NC1=O (stereo unspecified),7
CS(=O)(=O)c1ccc2nc(NC(=O)CN3CCC(Cc4ccccc4)CC3)sc2c1,5
Cc1occc1C(=O)Nc1ccc(S(=O)(=O)N2CCN(C)CC2)cc1,4
O=C(C1CCCO1)N1CCN(C(c2ccccc2)c2ccccc2)CC1 (stereo unspecified),15
CC(OC(=O)C(C)Oc1ccccc1)C(=O)Nc1ccc(S(=O)(=O)N2CCCCC2)cc1 (stereo unspecified),7
O=C(N/N=C/c1ccco1)c1ccncc1,11
Cc1cnc(C(=O)Nc2nnc(C3CC3)s2)cn1,4
Cc1ccccc1OCC(=O)Nc1ccccc1C(=O)NC1CC1,-2
N#C[C@@H]1[C@H](c2ccc(-c3ccccc3F)cc2)[C@@H](CO)N1C(=O)Cc1ccccc1,18
COc1ccc(CCNC(=O)CN(c2ccccc2)S(=O)(=O)c2ccccc2)cc1,11
CC(Sc1nc(N)cc(N)n1)C(=O)NCCC1=CCCCC1 (stereo unspecified),7
Cc1cccc(C(=O)OCC(=O)N2CCc3ccccc3C2)c1O,1
O=C(OCC(=O)c1cccs1)c1ccccc1,-10
N#C[C@H]1[C@@H](c2ccccc2-c2ccccc2)[C@@H](CO)N1c1ncc(-c2ccccc2)s1,-12[25 µM]
CCCC(=O)N1C[C@@H]2[C@H](c3ccccc31)[C@@H](CO)N2C(=O)Nc1ccc(F)cc1,-1[25 µM]
